PolyA inhibitor = polyadenylation inhibitors in yeast reporter cells, primary screen, luminescence, S. cerevisiae; S. cerevisiae SKY197-pL101 polyadenylation reporter, beta-gal luminescence; efflux-impaired pdr1/pdr3 knockout yeast; score 100 = 6 SD above DMSO; calls only at 12 µM; 0.02% of 300,000 active; AID 1875, 2009;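 active = lowest replicate activity score at least 50, where 100 means six control SD above control mean; inconclusive = lowest score under 50 but half or more replicates reach 50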;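 also: yeast exposed to compound for 9 h at 30 °C; higher score means more reporter readthrough which indicates perturbed polyadenylation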
KCNK9 block = KCNK9 potassium channel inhibitors, primary screen, HEK293 cells, thallium flux. Potassium channel subfamily K member 9 (Homo sapiens), Q9NPC2. FluxOR thallium flux fluorescence; stronger effect = lower value. B-score at 10 µM. 1.2% of 310,000 active. AID 488922, 2010;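 active = ratio B-score over 3 SD below the library mean, with starting fluorescence within 5 SD of its mean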;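 also: negative B-score means less thallium flux so channel inhibition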
KCNK3 inh = human KCNK3 channel inhibitors, primary screen, CHO cells, FluxOR thallium flux, B-score; Potassium channel subfamily K member 3 (Homo sapiens), O14649; FluxOR fluorescence; stronger effect = lower value; B-score at 10 µM; 0.84% of 340,000 active;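 active = B-score under library mean minus 4 SD, starting fluorescence ratio at most library mean plus 5 SD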;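 also: more negative B-score means stronger inhibition of thallium flux through KCNK3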
hERG rescue = hERG rescue from dofetilide block, primary screen, cell-based, CHO-hERG, FluxOR thallium flux, dofetilide IC70; AID 1511, 2009; 0.51% of 310,000 active; activation (rescue from dofetilide block), less the hit threshold, % at 10 µM; dofetilide IC70 present; Voltage-gated inwardly rectifying potassium channel KCNH2 (Homo sapiens), Q12809;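 active = activation above the mean of controls blocked by dofetilide plus 5 SD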;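 also: thallium influx through hERG after potassium depolarization seen as dye fluorescence rise; in these data hits start at about 4.7%; inactives centre near -7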
Target sequence (Q12809 whole entry, looked up): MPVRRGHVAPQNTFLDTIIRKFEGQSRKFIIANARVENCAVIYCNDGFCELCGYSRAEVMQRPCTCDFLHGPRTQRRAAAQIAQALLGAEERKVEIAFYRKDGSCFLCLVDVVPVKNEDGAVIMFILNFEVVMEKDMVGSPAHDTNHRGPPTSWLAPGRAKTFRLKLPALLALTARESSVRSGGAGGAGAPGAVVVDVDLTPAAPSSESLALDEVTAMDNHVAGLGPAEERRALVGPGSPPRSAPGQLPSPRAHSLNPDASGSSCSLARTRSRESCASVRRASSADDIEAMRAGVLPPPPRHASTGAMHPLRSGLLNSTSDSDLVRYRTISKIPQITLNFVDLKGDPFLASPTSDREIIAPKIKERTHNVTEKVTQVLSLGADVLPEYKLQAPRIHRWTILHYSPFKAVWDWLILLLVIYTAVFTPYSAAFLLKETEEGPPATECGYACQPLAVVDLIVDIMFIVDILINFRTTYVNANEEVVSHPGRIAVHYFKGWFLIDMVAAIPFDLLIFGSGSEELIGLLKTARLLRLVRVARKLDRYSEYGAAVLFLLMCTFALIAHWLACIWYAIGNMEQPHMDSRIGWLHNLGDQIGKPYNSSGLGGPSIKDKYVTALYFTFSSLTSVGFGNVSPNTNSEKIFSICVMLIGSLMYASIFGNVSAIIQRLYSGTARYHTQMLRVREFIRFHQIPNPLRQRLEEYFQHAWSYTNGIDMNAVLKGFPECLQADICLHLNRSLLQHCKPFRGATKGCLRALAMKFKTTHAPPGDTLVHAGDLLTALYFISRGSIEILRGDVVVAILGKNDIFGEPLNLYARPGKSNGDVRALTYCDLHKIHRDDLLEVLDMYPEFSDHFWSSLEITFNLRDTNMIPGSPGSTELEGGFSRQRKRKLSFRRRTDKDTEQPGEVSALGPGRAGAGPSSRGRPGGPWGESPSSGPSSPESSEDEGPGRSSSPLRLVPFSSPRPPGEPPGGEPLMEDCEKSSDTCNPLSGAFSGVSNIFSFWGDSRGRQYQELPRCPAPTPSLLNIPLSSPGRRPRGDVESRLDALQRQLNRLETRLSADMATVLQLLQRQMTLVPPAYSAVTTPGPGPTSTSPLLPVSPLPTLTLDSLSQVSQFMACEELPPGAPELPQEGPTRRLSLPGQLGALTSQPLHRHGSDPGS
TRPC4 potent = positive allosteric modulators of TRPC4, primary screen, cell-based, mouse TRPC4beta, HEK293 mu-opioid, Fluo-4 calcium; B-score at 10 µM; AID 2227, 2009; 0.42% of 310,000 active; DAMGO EC20, Fluo-4 Ca2+ flux; stronger effect = higher value; Short transient receptor potential channel 4 (Mus musculus), Q9QUQ5;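 active = B-score of calcium response area above 5 SD of library B-scores, with initial fluorescence ratio within 5 SD of library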;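 also: B-score of integrated fluorescence ratio over time as area under calcium response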
Platelet DG rel = inhibitors of platelet dense granule secretion, primary screen, cell-based, MLPCN, human platelets; AID 1663, 2009; 0.22% of 300,000 active; inhibition, %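 (compounds screened at 7.5 µM in platelet-rich plasma)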; human platelet-rich plasma, SFLLRN dense granule ATP release, luminescence;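 active = mean replicate score, as percent of positive control, at or above 50; inconclusive = mean below 50 but at least one replicate at or above 50; inactive = mean and every replicate below 50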
Dyrk1A ADPGlo = rat Dyrk1A kinase inhibitors, primary screen, biochemical, single point, plate reader | Dual specificity tyrosine-phosphorylation-regulated kinase 1A (Rattus norvegicus), Q63470 | ADP-Glo luminescence, NFATc1 peptide | inhibition, % at 12.5 µM | 0.43% of 310,000 active | AID 504441, 2011; in the data active = inhibition above about 50%;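 also: plate controls were vehicle with enzyme for no effect and no enzyme for full effect; many of its hits are not listed in these tables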
TRPC4 inh = inhibitors of mouse TRPC4 channel, primary screen, Fluo4 calcium, HEK293 TRPC4beta/mu-opioid cells. 0.39% of 300,000 active. AID 2247, 2010. DAMGO-evoked Fluo4 calcium flux; stronger effect = lower value. B-score at 10 µM. Short transient receptor potential channel 4 (Mus musculus), Q9QUQ5;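 active = B-score over 3 SD under the library average, no early fluorescence shift, positive overall ratio signal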
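Assay system: HEK293 cells with stable TRPC4beta plus mu-opioid receptor expression. Dosing: single dose. Measured by: Fluo4 Ca2+ flux fluorescence. Also added: DAMGO in two steps, submaximal then maximal. Read-out: B score from integrated Fluo4 fluorescence ratio.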
TRPC4 act = activators of mouse TRPC4 channel, primary screen, Fluo4 calcium, HEK293 TRPC4beta/mu-opioid cells; 0.49% of 310,000 active; Short transient receptor potential channel 4 (Mus musculus), Q9QUQ5; Fluo4 calcium fluorescence; stronger effect = higher value; B-score at 10 µM;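 active = B-score above 5 SD of library B-scores, and initial fluorescence ratio not above library mean plus 5 SD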;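 also: positive B-score marks a calcium rise read as TRPC4 activation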
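Material: TRPC4beta and mu-opioid receptor HEK293 stable cells | Incubation: 45 min room-temperature Fluo4 loading, 110 s read | Detection: Kinetic Fluo4 calcium fluorescence | Measure: Integrated baseline-normalised fluorescence ratio, converted to per-well B score | Benchmarks: Low control buffer alone, high control maximal DAMGO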
KCNQ1 pot = potentiators or activators of KCNQ1 channel, primary screen, cell-based, thallium flux, high-throughput; Potassium voltage-gated channel subfamily KQT member 1 (Homo sapiens), P51787; CHO-K1 KCNQ1, thallium flux FluxOR fluorescence; stronger effect = higher value; 0.35% of 310,000 active; B-score at 10 µM; AID 2648, 2010;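 active = fluorescence ratio B-score, a plate-corrected score, at least three library SD, with initial intensity B-score within 5 SD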
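Material: CHO-K1 cells stably expressing KCNQ1. Medium: assay buffer for compound exposure, DMSO matched across wells. Reagent: K+/Tl+ depolarizing stimulus. Compound dosing: single-concentration screen. Times: 37 °C overnight plating, 90-min dark dye load, 20-min compound pretreatment. Technique: FluxOR Tl+ flux fluorescence.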
KCNQ1 block = inhibitors of human KCNQ1 channel, primary screen, cell-based, thallium flux, high-throughput | Potassium voltage-gated channel subfamily KQT member 1 (Homo sapiens), P51787 | B-score at 10 µM | 1.3% of 310,000 active | CHO-K1 KCNQ1, FluxOR thallium flux fluorescence; stronger effect = higher value;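 active = compounds whose thallium flux B-score, printed positive for inhibition, exceeds three library SD while starting fluorescence stays within three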;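 also: channel opened by potassium depolarization with thallium stimulus after 20 min compound exposure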
Starred values were filed as active, the others as inactive; i = inactive; ? = inconclusive; / = not tested or not shown.

entry	Structure	PolyA inhibitor	KCNK9 block	KCNK3 inh	hERG rescue	TRPC4 potent	Platelet DG rel	Dyrk1A ADPGlo	TRPC4 inh	TRPC4 act	KCNQ1 pot	KCNQ1 block
1	CCN(Cc1ccccc1)C(c1ccc(Cl)cc1)c1nnnn1C(C)(C)C (configuration not stated)	i	-10.4*	i	-2.7	i	9.6	2.5	i	i	i	i
2	Cc1ccc(S(=O)(=O)Nc2cccc(-n3cnnn3)c2)cc1C(=O)O	i	i	i	-5.5	i	3.1	4.1	i	i	i	i
3	Cc1nc(-c2ccc(Cl)cc2)sc1C(=O)NNC(=O)C(C)C	i	i	i	-11.1	i	16.3	/	i	i	i	i
4	CCCCn1c(N)c(N(CC(C)C)C(=O)c2ccc(Br)s2)c(=O)[nH]c1=O	i	i	i	-10.8	i	?	-2.6	i	i	i	i
5	O=C(CSc1nnc(COc2cccc3ccccc23)o1)N1CCN(C(=O)c2ccco2)CC1	i	i	i	-6.9	i	4.5	-2.7	i	i	i	i
6	CC#CCCc1nc2ccccc2c(=O)n1N	i	i	i	-0.3	i	9.1	2.6	i	i	i	i
7	COc1ccc(-c2nnc3ccc(SCc4ccccc4)nn23)cc1	i	i	i	-3.1	i	23.0	13.7	i	i	i	i
8	CCc1ccc(NC(=O)CSc2nnc(-c3n[nH]c4ccccc34)n2-c2ccccc2)cc1	i	i	i	-3.4	i	-3.3	0.1	i	i	i	i
9	C#CCn1c(O)c(N=NC(=O)CNC(=O)/C=C/c2ccccc2)c2ccccc21	i	i	i	-8.9	i	-1.3	3.4	i	i	i	i
10	CN(C)C(=S)c1ccc2ccccc2n1	i	i	i	-12.2	i	-3.5	5.5	i	i	i	i
11	CCOC(=O)CNC(=O)Nc1cc(C(C)(C)C)nn1-c1ccccc1	i	i	i	-0.8	i	4.5	7.0	i	i	i	i
12	CCOc1cc(NC(=S)NCCOC)c(OCC)cc1NC(=O)c1ccco1	/	i	i	-8.0	i	1.9	-5.0	i	i	i	i
13	C#CC(=O)N(c1cc(OC)ccc1OC)C(C(=O)NC1CCCC1)c1cccs1 (configuration not stated)	i	i	i	-5.7	i	-1.1	-0.3	i	i	i	i
14	CCc1ccccc1NC(=O)Cn1nc(C(F)(F)F)c2c1CCC2	i	i	i	-5.5	i	-9.0	5.0	i	i	i	i
15	CCc1ccc(NC(=O)NCc2cccnc2)cc1	i	i	i	-3.6	i	-5.1	/	i	i	i	i
16	COc1ccc(CCNC(=O)CSc2ncn[nH]2)cc1	i	i	i	-9.5	i	4.6	-5.0	i	i	i	i
17	O=C(CSc1ccc(-c2ccco2)nn1)Nc1ccc(F)cc1F	i	i	i	-7.1	i	-5.9	-1.2	i	i	i	i
18	Cc1cccc(C)c1NC(=O)C1=C(O)c2ccccc2N(C)S1(=O)=O	i	i	i	-9.1	i	3.3	2.1	i	i	i	i
19	O=C(Nc1ccnn1C1CCN(Cc2ccccc2)CC1)c1ccccc1Cl	i	i	i	-11.0	i	-8.5	-4.7	i	i	i	i
20	O=c1c2ccccc2oc2cc(C#CC3(O)CCCCC3)ccc12	i	i	i	-11.2	i	18.0	0.9	i	i	i	i
21	O=c1c2cccnc2n(-c2ccccc2)n1Cc1ccc(Cl)cc1	i	i	i	-7.5	i	3.0	-4.6	i	i	14*	i
22	COc1cccc(/C=N/NC(=O)C(C)Sc2ccccc2)c1 (configuration not stated)	i	i	i	-13.5	i	-4.7	7.5	i	i	i	i
23	Cc1ccc(Cl)cc1-n1c(SCC(=O)NCCC2=CCCCC2)nc2n[nH]c(C)c2c1=N	i	-7.23*	i	-12.3	i	-27.1	/	i	i	i	i
24	O=C(COC(=O)c1cc2c(s1)CCCC2)NCc1ccccc1Cl	i	i	i	-8.9	i	2.7	5.0	i	i	i	i
25	Cc1cc(C)c(-c2nc3ccccc3s2)[nH]1	i	i	i	-0.8	i	14.6	-5.5	i	i	i	i
26	Cc1ccc2cc(CN(Cc3ccc4c(c3)OCO4)Cc3nnnn3Cc3ccco3)c(=O)[nH]c2c1	i	i	i	-6.8	i	7.2	1.8	i	i	i	i
27	Cc1sc(NC(=O)C2=COCCO2)c(C#N)c1C	i	i	i	-0.5	i	1.1	-6.2	i	i	i	i
28	COc1cc(/C=C(\NC(C)=O)C(=O)N2CCCCC2)ccc1OC(C)=O	i	i	i	-5.1	i	0.0	-0.1	i	i	i	i
29	CC(NC(=O)COc1ccc(/C=N/NC(=O)C(=O)Nc2ccccc2Br)cc1)c1ccccc1 (configuration not stated)	i	i	i	-6.2	i	7.9	2.9	i	i	i	i
30	Cc1cc(NC(=O)CCCn2cnc([N+](=O)[O-])n2)no1	i	i	i	-2.3	i	-4.1	5.0	i	i	i	i
31	Cc1ccc(NC(=O)CSc2nc(=O)cc(N)n2CCc2ccccc2)cc1	i	i	i	-7.9	i	0.6	5.4	i	i	i	i
32	COc1cc(C)c(Cl)cc1S(=O)(=O)n1cnc(C)c1	i	i	i	-3.3	i	1.6	3.8	i	i	i	i
33	COc1ccc(NC(=O)Nc2ccc(Cc3ccncc3)cc2)c(OC)c1	i	i	i	-4.7	i	-5.4	3.4	i	i	i	i
34	Oc1ccc(N2CCN(Cc3cc4c(cc3Br)OCCO4)CC2)cc1	i	i	i	-12.2	i	-10.2	-2.7	i	i	i	i
35	CCOC(=O)CNC(=O)CSc1nnnn1-c1ccc(C)c(C)c1	i	i	i	-3.4	i	-0.2	-4.0	i	i	i	i
36	Cc1ccc(C(=O)NCC(=O)OCCOc2ccccc2Cl)cc1	i	i	i	-7.4	i	-19.1	8.2	i	i	i	i
37	CCOC(=O)Nc1c(Cl)n(C)c(=O)n(C)c1=O	/	i	i	-5.5	i	13.7	-0.5	i	i	i	i
38	COc1ccccc1CN1CCNC(=O)C1CC(=O)NCc1csc(C)n1 (configuration not stated)	i	i	i	-0.8	i	-0.6	-3.0	i	i	i	i
39	CCOc1ccc(Br)cc1S(=O)(=O)NCCN(C)C	i	i	i	-5.7	i	-5.2	-11.2	i	i	i	i
40	COc1ccc(-c2csc(NC(=O)CS(=O)(=O)c3ccc(F)cc3)n2)cc1OC	i	i	i	-10.9	i	-5.1	-7.5	i	i	i	i
41	COc1ccccc1NC(=O)CSc1nnc(-c2ccccn2)n1Cc1ccco1	i	i	i	0.9	i	-1.0	-1.4	i	i	i	i
42	O=C(CSc1nnc(-c2cccnc2)o1)Oc1ccccc1	i	i	i	-16.3	i	-1.5	10.9	i	i	i	i
43	COCc1cc(C)nc(SCC(=O)N2CCC(C)CC2)c1C#N	i	i	i	-10.5	i	1.3	0.3	i	i	i	i
44	CCCCCCN(C(=O)CCl)c1ccccc1	i	i	i	-7.2	i	-0.1	-1.9	i	i	i	i
45	O=C(C(=O)N1CCN(c2ccccc2F)CC1)c1cn(CC(=O)N2CCOCC2)c2ccccc12	/	i	i	-8.5	i	9.7	-3.9	i	i	i	i
46	COc1ccc(Cl)cc1NC(=O)C/C(C)=N/NC(=O)CC#N	i	i	i	-7.4	i	3.0	0.8	i	i	i	i
47	Cc1ccc(S(=O)(=O)N(CC(=O)N2CCCCC2)c2cccc(C)c2)cc1	i	i	i	-8.3	i	2.1	-3.9	i	i	i	i
48	O=C(NCCS(=O)(=O)N1CCC2(CC1)OCCO2)c1ccccc1	i	i	i	-5.7	i	-1.8	2.0	i	i	i	i
49	O=C(CC1C(=O)N(c2ccccc2)C(=S)N1c1ccccc1)c1ccc(Br)cc1 (configuration not stated)	i	i	i	-15.5	i	5.9	-1.5	i	i	i	6*
50	COc1cccc(NC(=O)CN(C2=NC3CS(=O)(=O)CC3S2)c2cccc(C)c2)c1 (configuration not stated)	i	i	i	-9.7	i	6.5	5.1	i	i	i	i

Continuation.
entry	Structure	PolyA inhibitor	KCNK9 block	KCNK3 inh	hERG rescue	TRPC4 potent	Platelet DG rel	Dyrk1A ADPGlo	TRPC4 inh	TRPC4 act	KCNQ1 pot	KCNQ1 block
51	Cn1nc(-c2ccccc2)c(C(O)c2ccc(Cl)cc2)c1Cl (configuration not stated)	i	i	i	-11.6	i	1.6	2.0	i	i	i	i
52	O=C(Cn1cc([N+](=O)[O-])cn1)Nc1nc2ccccc2s1	i	i	i	-1.2	i	-0.1	41.0	i	i	i	i
53	O=[N+]([O-])c1ccc(/C=C/C2=NN(c3ccccc3)C(c3ccco3)C2)o1 (configuration not stated)	i	i	-9.67*	-10.4	i	6.6	/	i	i	i	i
54	CCC(C)(C(=O)NC1CCCCC1)N(Cc1ccco1)C(=O)c1ccccn1 (configuration not stated)	i	i	i	-6.8	i	-0.6	-1.1	i	i	i	i
55	Cc1ccccc1C(=O)N1CCN(c2nc(N3CCOCC3)nc(N3CCOCC3)n2)CC1	i	i	i	-8.7	i	8.4	6.5	i	i	i	i
56	O=C(Nc1ccc(Oc2ccccc2)cc1)N[C@@H](Cc1ccccc1)C(=O)O	i	i	i	-3.0	i	-1.3	0.3	i	i	i	i
57	NC(=O)[C@@H]1CCCN1Cc1nc(Cc2cccc(C(F)(F)F)c2)no1	i	i	i	-0.9	i	1.8	-1.0	i	i	i	i
58	O=C(Nc1nnc(-c2ccccc2)o1)Nc1ccc(F)cc1F	i	i	i	-10.6	i	6.1	6.5	i	i	i	i
59	Cc1ccc2cc(CCNC(=O)c3ccco3)c(=O)[nH]c2c1C	/	i	i	-6.6	i	15.9	16.3	i	i	i	i

Bioassay records deposited in PubChem by several laboratories.

Only part of the results is shown, so the mix of outcomes need not match the whole.
